CSN deneddyl inh – blocks human CSN-mediated cullin deneddylation. 360,000 tested, 0.38% active. Q92905. Purified CSN, SCF-Nedd8-OG deneddylation, fluorescence polarization. inhibition, % at 12.5 µM;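 active means pattern-corrected inhibition above about 35%, with an unprinted fluorescence ratio check between 0.5 and 1.5, limit read from the data, passing the limit was not always enough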;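 further: 0% = enzyme with substrate and 100% = substrate without enzyme; some results filed as inactive read as strong as hits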
Target sequence (Q92905 whole entry, looked up, one chain of several): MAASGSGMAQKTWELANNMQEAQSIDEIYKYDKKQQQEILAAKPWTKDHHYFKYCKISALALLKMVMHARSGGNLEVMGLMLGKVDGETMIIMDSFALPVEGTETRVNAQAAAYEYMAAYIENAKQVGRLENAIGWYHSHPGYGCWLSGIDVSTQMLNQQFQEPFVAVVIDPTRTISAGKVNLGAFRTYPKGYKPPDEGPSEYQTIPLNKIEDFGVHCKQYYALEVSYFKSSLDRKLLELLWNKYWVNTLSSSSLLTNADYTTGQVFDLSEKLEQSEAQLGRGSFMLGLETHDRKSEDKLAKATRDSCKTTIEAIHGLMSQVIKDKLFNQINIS
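Detection – fluorescence polarization · System – HEK293T-derived human Csn5 enzyme · Controls – substrate-only high control, full reaction low control · Timing – 90 min, room temperature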
Tb MetRS inh – Trypanosoma brucei MetRS inhibition; purified T. brucei MetRS, ATP depletion, Kinase-Glo luminescence; inhibition, % at 11.9 µM; 360,000 tested, 0.4% active; AID 624268;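 active means inhibition above a per-plate cutoff of the control wells' mean inhibition plus 3 SD, cut at about 5.5% in these data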;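 further: 0% = DMSO wells median and 100% = median of wells with control inhibitor compound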
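Material: parasite MetRS enzyme / Replication: singlicate, one well per compound / Signal: luminescence of leftover ATP / Schedule: 2 h aminoacylation at 25 °C after 15 min preincubation / Medium: HEPES-MgCl2-KCl buffer plus DTT, spermine, BSA, pyrophosphatase / Doses: 11.9 µM single point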
LMPTP block – blocks human LMPTP phosphatase. recombinant LMPTP-A, OMFP fluorogenic substrate, fluorescence intensity. inhibition, % at 20 µM. 360,000 tested, 0.22% active. AID 651560;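 active means compounds that cut the enzyme signal by at least half of the control window in the single-dose screen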;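 further: plate controls were DMSO wells with enzyme plus substrate for no effect and substrate without enzyme for full effect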
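Test system – LMPTP-A enzyme · Amount – LMPTP-A at 0.625 nM final in the reaction · Buffer or medium – Bis-Tris pH 6.0, DTT, detergent · Reagent – OMFP 400 µM · Doses – single 20 µM dose · Schedule – reaction 50 min, room temperature, dark · Detection – fluorescence intensity of OMFP turnover product · Evaluation – percent inhibition versus substrate-only and uninhibited controls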
SUMO1-SIM PPI – SUMO1-SIM interaction modulation | P63165 | SUMO1 binding to a labelled peptide, TR-FRET, 1 h | inhibition, % at 20 µM | 360,000 tested, 0.33% active | AID 602429; in the data active means inhibition above about 37%
Target sequence (P63165 whole entry, looked up): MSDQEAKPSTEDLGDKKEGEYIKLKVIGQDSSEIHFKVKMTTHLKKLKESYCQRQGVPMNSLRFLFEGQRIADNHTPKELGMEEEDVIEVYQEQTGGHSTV
STEP inh – blocks human striatal-enriched tyrosine phosphatase; recombinant STEP, OMFP fluorogenic substrate, fluorescence; 360,000 tested, 0.25% active; P54829; inhibition, % at 20 µM;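 active means inhibition at 20 µM, scaled per plate between control wells, above about 37%, limit read from the data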;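 further: 0% = DMSO with enzyme and substrate and 100% = substrate only without enzyme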
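material = STEP tyrosine phosphatase | reagent = fluorogenic phosphatase substrate OMFP at 25 µM final | doses = single compound dose of 20 µM, 1% DMSO final | schedule = 20 min reaction, room temperature, in the dark | measured by = fluorescence, 480/540 nm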
Rpn11 block – blocks the human proteasome subunit Rpn11; 360,000 tested, 0.59% active; human 26S proteasome, Ub4-pepOG fluorescence polarization; 20S core pre-blocked with epoxomicin; calls only at 20 µM;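 active means inhibition at 20 µM, scaled to each plate's controls, above about 33%, limit read from the data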
Target sequence (O00487 whole entry, looked up): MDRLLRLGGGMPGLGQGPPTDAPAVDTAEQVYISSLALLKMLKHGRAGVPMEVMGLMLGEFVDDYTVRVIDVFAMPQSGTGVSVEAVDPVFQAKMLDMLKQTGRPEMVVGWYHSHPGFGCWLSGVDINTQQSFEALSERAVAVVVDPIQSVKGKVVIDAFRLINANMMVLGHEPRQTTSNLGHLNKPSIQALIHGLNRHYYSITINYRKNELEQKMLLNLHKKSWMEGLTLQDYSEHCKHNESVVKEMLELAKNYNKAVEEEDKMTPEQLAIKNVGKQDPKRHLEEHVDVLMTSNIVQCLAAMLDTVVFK
MsrA inhibitor – bovine MsrA inhibition; purified bovine MsrA, absorbance read-out; inhibition, % at 15.5 µM; 360,000 tested, 0.75% active; AID 651718; in the data active means inhibition above about 4.5%;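 further: 0% = vehicle wells with enzyme and 100% = reference inhibitor wells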
NadD block – blocks S. aureus nicotinate mononucleotide adenylyltransferase | purified NadD enzyme, colorimetric absorbance read-out | 360,000 tested, 0.78% active | inhibition, % at 20 µM; in the data active means inhibition above about 26%; further: some compounds past the cut are filed as inactive
DNMT1 inh – blocks human DNA methyltransferase DNMT1; 360,000 tested, 0.83% active; DNMT1 molecular beacon, Hinp1I cleavage, fluorescence; P26358; inhibition (reported as % activation of signal), % at 10 µM; in the data active means inhibition above about 50%
Scp1 inh – blocks human Scp-1 phosphatase activity; 340,000 tested, 0.88% active; Q9GZU7; inhibition, % at 20 µM; Recombinant Scp1, phosphopeptide, malachite green phosphate absorbance;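 active means inhibition above about 50% at 20 µM, limit read from the data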;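 further: plate controls were DMSO wells with enzyme for no effect and wells lacking enzyme for full effect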
Target sequence (Q9GZU7 76-261 limits assumed): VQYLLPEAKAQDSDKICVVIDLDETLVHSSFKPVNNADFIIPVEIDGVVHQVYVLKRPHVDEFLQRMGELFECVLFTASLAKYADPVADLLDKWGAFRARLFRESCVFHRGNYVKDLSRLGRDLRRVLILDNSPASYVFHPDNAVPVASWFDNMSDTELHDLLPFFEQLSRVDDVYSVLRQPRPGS
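Test system – truncated SCP-1 phosphatase (76-261aa) · Reagent – Phosphorylated 17-residue peptide substrate · Incubation – 45 min room-temperature reaction, 5 min colour, 30 min stabiliser · Detection – colorimetric phosphate reagent with accelerator and stabiliser, absorbance at 630 nm · Measure – % inhibition at 20 µM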
* hit, by the source's call; i = inactive; . = not tested or not shown; + = active, no number.

SMILES	CSN deneddyl inh	Tb MetRS inh	LMPTP block	SUMO1-SIM PPI	STEP inh	Rpn11 block	MsrA inhibitor	NadD block	DNMT1 inh	Scp1 inh
CCOc1ccc(OCC(=O)N2CCN(S(=O)(=O)c3ccccc3)CC2)cc1	-3	0.1	-1.4	4	-2	i	0.9	1	0	.
COC(=O)c1ccccc1NC(=S)N1CCN(c2ccccc2)CC1	2	0.1	2.2	3	2	i	-0.9	-3	0	0
CN(Cc1ccc(Cl)s1)C(=O)CNC(=O)CNC(=O)c1ccc(Cl)cc1Cl	-2	-0.2	0.1	0	-4	i	-0.7	2	-3	3
COCCCN1C(=O)C(CC(=O)NCC2CCCCC2)CC(C(=O)N2CCOCC2)=C1C (centres undefined)	2	-0.7	-3.7	-2	-1	i	0.5	7	2	.
Cc1cccc(OCCn2c(=O)n(C)c3ccccc32)c1	1	-0.2	-0.4	-2	2	i	0.2	0	-2	-3
CN(Cc1ccon1)C(=O)CC1C(=O)NCCN1Cc1ccc(Cl)c(F)c1 (centres undefined)	-1	-0.3	0.6	3	0	i	0.1	-2	-7	-11
O=S(=O)(NCc1ccccc1)c1ccc(-c2cnc(C3CC3)o2)cc1	6	0.6	4.6	-4	17	i	0.2	-8	2	7
O=C(CN1CCN(S(=O)(=O)c2ccc(Br)cc2)CC1)Nc1ccc(F)cc1F	-1	-1.0	-0.6	-1	-2	i	0.3	-6	-5	-6
COc1ccc(/C=C/C(=O)Oc2cccc(/C=N/NC(=O)COc3c(C)cccc3C)c2)cc1	-5	-0.1	-1.6	-2	1	i	1.2	2	12	1
COc1ccc(N2CCN(C(=O)c3cccnc3SCc3cccc(Br)c3)CC2)cc1	-1	-0.6	4.7	1	1	i	-0.3	-5	-7	-6
Cc1ccc(NC(=O)CSc2nc(N)c3cc4c(nc3n2)CCCC4)cc1	5	-0.2	0.8	-2	-1	i	0.8	16	-8	3
CC(C)(C)n1nnnc1C(c1ccccc1)N1CCCN(Cc2ccc(F)cc2)CC1 (centres undefined)	-1	-1.1	-0.7	-1	.	.	1.4	-10	.	.
COc1ccc(OCCOc2ccc(/C=C3\C(=N)N4N=C(C)SC4=NC3=O)cc2)cc1	46*	-0.5	-0.3	5	2	i	0.7	68*	10	10
O=C(CCn1cncn1)N1CCCC(N2CCN(c3ccc(F)cc3)CC2)C1 (centres undefined)	4	-0.2	-1.0	-4	3	i	0.2	-4	3	-11
BrC(=C\c1ccccc1)/C=N/Nc1nc(N2CCOCC2)nc(N2CCOCC2)n1	4	-1.3	-0.5	-8	0	i	5.3*	1	0	-1
O=C(COC(=O)c1cccnc1SCC(=O)NCc1ccccc1)NCc1ccccc1	7	-0.9	-0.9	-10	3	i	1.1	-4	-7	-8
Cn1nccc1CNC(=O)c1ccnn1C	-8	-0.2	-0.7	1	-4	i	-1.0	-4	1	-7
COc1ccc(-c2nc(C)c(C(C)=O)n2O)cc1OC	-6	-0.8	1.1	0	1	i	2.3	4	0	-4
CCOC(=O)c1c(-c2ccccc2)oc2ccc(OCC(=O)O)cc12	5	-0.3	-2.5	20	0	i	0.7	-6	-1	-4
CCOc1ccc(N=Cc2ccc(N(C)C)cc2)c(O)c1	6	0.0	1.2	-11	-3	i	.	21	-39	.
Cc1ccc(CN(C)C(=O)c2ccc(S(=O)(=O)N3CCCCCC3)cc2)o1	-2	0.1	0.6	-3	4	i	1.8	-2	1	-5
Cc1c(NC(=O)C2CCN(S(=O)(=O)c3cccs3)CC2)c(=O)n(-c2ccccc2)n1C	2	-0.6	-2.4	2	10	i	1.1	-3	4	-2
N#Cc1ccc(CSc2nnc(-c3cccc(S(=O)(=O)N4CCCCC4)c3)o2)cc1	3	-0.5	3.4	2	2	i	-1.3	-4	-3	-22
O=C(CSc1ncnc2c1oc1ccccc12)Nc1cccc(Cl)c1	1	0.2	1.2	-209	-3	i	-0.2	-3	-9	-4
CCCCNC(=O)C(C#N)c1nc2ccccc2nc1N1CCN(c2ccccc2F)CC1 (centres undefined)	4	-0.1	1.0	-1	3	i	0.9	11	2	-2

(more compounds)
SMILES	CSN deneddyl inh	Tb MetRS inh	LMPTP block	SUMO1-SIM PPI	STEP inh	Rpn11 block	MsrA inhibitor	NadD block	DNMT1 inh	Scp1 inh
CC1CC(=Cc2ccc(N)cc2)C(=O)O1 (centres undefined)	2	0.2	-1.8	-16	-2	i	3.4	0	2	-8
O=C(Nc1ccc2c(c1)CCC2)c1cnn2c1NC(c1ccco1)CC2C(F)(F)F (centres undefined)	24	-1.5	-0.9	0	-3	i	-0.4	-3	2	-7
CC1CCC(NC(=O)c2cc3c(s2)CS(=O)(=O)C3)CC1 (centres undefined)	11	0.1	-1.7	4	2	i	0.3	3	-4	-5
CCN(CC)c1ccc(NC(=O)CCCCC(=O)Nc2ccc(N(CC)CC)cc2)cc1	101	-0.3	-0.4	7	4	i	-0.2	-2	0	-8
CCC(C(=O)Nc1ccc(C(=O)Nc2ccccc2C(=O)O)cc1)c1ccccc1 (centres undefined)	6	0.0	-1.2	28	1	i	1.0	-3	-1	-13
CC(C)(C)c1ccc(C(=O)N/C(=C\c2ccco2)C(=O)O)cc1	-5	0.3	0.4	-5	2	i	1.4	1	6	2
COc1ccc(NC(=O)C2Cc3c(-c4ccco4)ccnc3O2)cc1OC (centres undefined)	-1	-0.1	1.1	-1	-1	i	1.2	1	90*	.
O=C(C1CCCCC1)N1CCN(c2nc(-c3ccc(F)cc3)cs2)CC1	4	-0.5	1.8	3	2	i	-0.2	-2	-1	-1
CC1CCc2c(nc3ncnn3c2NCCc2ccccc2F)C1 (centres undefined)	-1	0.2	0.1	9	-3	i	0.5	-5	0	-4
CN(C)S(=O)(=O)c1ccc(N2CCCC2)c(C(=O)NCc2cccc(C(F)(F)F)c2)c1	0	-0.2	1.3	1	2	i	0.3	-4	-5	-6
CCCc1cc(=O)[nH]c(SCC(=O)Nc2cccc(S(=O)(=O)N3CCCCC3)c2)n1	-5	0.0	-0.7	9	2	i	0.0	-1	-3	1
CC(C)(C)c1cc2nc(NCCOc3ccccc3)ccn2n1	1	-0.2	-0.6	4	0	i	1.4	-2	5	.
Cc1cc(O)c(-c2cc(C(=O)NCCc3ccc(S(N)(=O)=O)cc3)[nH]n2)cc1C	-1	-0.4	3.2	6	2	i	-1.7	-7	-4	-10
CC(=O)Nc1ccc(-c2nc3ccc(NC(C)=O)cc3o2)cc1	0	-1.0	0.4	-5	0	i	3.3	-1	2	-3
COc1cc(C(=O)NCC(=O)N/N=C\C(C)=C/c2ccccc2)cc(OC)c1OC	-2	-0.6	0.7	-25	-1	i	0.5	-1	0	9
Cn1nccc1C(=O)NC(=S)Nc1cc(Cl)cc(Cl)c1	-1	-0.7	2.4	-5	1	i	-0.4	-5	-1	-2
Cc1ccc(N2CCN(C(=O)NC3CCCCC3)CC2C)cc1 (centres undefined)	-2	-0.3	4.6	2	0	i	-1.5	-1	0	-11
Cn1cc(-c2ccccc2C(=O)O)c(=O)c2ccccc21	-2	0.1	-0.9	3	-1	i	3.7	-3	2	3
CCN(CC)c1nc(N)nc(N(c2ccccc2)c2ccccc2)n1	-5	-0.5	3.0	6	-1	i	0.1	-1	3	-3
Cc1ccc(C2CC(=O)Oc3cc(C)c(Br)c(C)c32)cc1 (centres undefined)	1	-0.7	3.3	6	3	i	-0.2	-1	1	-12
Cc1cc(C)nc(Sc2ccc3nnc(C(F)(F)C(F)(F)C(F)(F)F)n3n2)n1	3	0.2	-0.1	-6	0	i	0.9	0	8	10
CN(C)CCCNc1cc(O)c2ncccc2c1	0	0.3	-0.1	-63	5	i	1.0	6	4	1
CN(C)S(=O)(=O)c1ccc(N2CCCC2)c(C(=O)NC2CCCCC2)c1	3	0.1	0.1	5	-3	i	0.2	-5	-1	-3
CC(C)Oc1ccc(Cn2c(-c3ccco3)n[nH]c2=S)cc1	2	-1.2	-0.7	3	1	i	0.2	2	1	-7
COc1ccc(OCc2nnc(SCC(=O)NNC(=O)c3ccc(C)cc3)n2C)cc1	-16	-0.3	-0.3	-1	0	i	-0.3	-4	2	13

Compounds above that have an NH in an aromatic ring (3):
SMILES	CSN deneddyl inh	Tb MetRS inh	LMPTP block	SUMO1-SIM PPI	STEP inh	Rpn11 block	MsrA inhibitor	NadD block	DNMT1 inh	Scp1 inh
CCCc1cc(=O)[nH]c(SCC(=O)Nc2cccc(S(=O)(=O)N3CCCCC3)c2)n1	-5	0.0	-0.7	9	2	i	0.0	-1	-3	1
Cc1cc(O)c(-c2cc(C(=O)NCCc3ccc(S(N)(=O)=O)cc3)[nH]n2)cc1C	-1	-0.4	3.2	6	2	i	-1.7	-7	-4	-10
CC(C)Oc1ccc(Cn2c(-c3ccco3)n[nH]c2=S)cc1	2	-1.2	-0.7	3	1	i	0.2	2	1	-7

Next records follow.
SMILES	CSN deneddyl inh	Tb MetRS inh	LMPTP block	SUMO1-SIM PPI	STEP inh	Rpn11 block	MsrA inhibitor	NadD block	DNMT1 inh	Scp1 inh
COc1ccc(S(=O)(=O)Cc2ccc(C(=O)NCc3ccccc3)o2)cc1	6	-0.4	-1.4	-4	-2	i	-0.9	-4	0	-7
CC1Cc2ccccc2N1C(=O)CSc1nnc2c(n1)[nH]c1ccc(F)cc12 (centres undefined)	3	2.0	5.5	0	17	i	-1.3	21	0	-6
CCCN(C)C1CN(Cc2cn(Cc3ccc(Cl)cc3)nn2)S(=O)(=O)C1 (centres undefined)	2	0.3	-0.9	28	.	.	-0.3	4	.	.
COc1ccccc1C1C2=C(CC(C)(C)CC2=O)Nc2nnnn21 (centres undefined)	0	0.4	-0.8	-4	-2	i	0.4	-8	3	-4
COc1ccc2c(c1)CC(C)C/C2=N\NC(=O)c1ccco1 (centres undefined)	0	-0.4	0.2	0	0	i	0.3	0	0	-6
NCCCC[C@@H]1NC(=O)c2cc([N+](=O)[O-])cc(I)c2SC[C@@H](C(=O)NCC(N)=O)NC(=O)CNC1=O	3	-0.4	-3.5	-34	-1	i	.	1	4	4
Nc1ccc2nc(CN3CCOCC3)[nH]c2c1	-2	-0.3	-0.7	-1	-1	i	-0.3	3	-7	-4
CCc1ccc(C(=O)NNc2ccc(Cl)cc2)cc1	-2	0.3	1.0	5	0	+	-0.2	3	-1	-1
CN1/C(=C/C=N/n2cnnc2)C(C)(C)c2ccccc21	3	-0.5	-0.9	-8	2	i	4.8*	-1	5	7
COc1cc(-c2c(C#N)c(N)nc3c2c(C)nn3-c2ccc(C)c(C)c2)cc(OC)c1OC	12	-0.8	3.1	-36	15	i	1.8	5	-9	-8

Compound activity deposited in PubChem by several laboratories.

Random draw from the library; about 3.9% have a hit in one of these screens.
